Screens: PubChem, National Center for Advancing Translational Sciences (NCATS)
ERG Ets-DNA blk – blocks human ERG Ets domain binding to DNA; hit rate 0.028% among 370,000; fluorescence polarization, His-ERG Ets domain / labelled DNA; Potency, µM (titrated, usually from 76.9 µM), for inactives: at the top dose FP activity, negative = inhibition, hits mostly inhibitors; active = well fitted inhibition curve with a large enough effect in the polarisation, with a control signal flat; inconclusive = small, poorly fitted or top-dose-only effect, or effect the other way, or a change in a side signal; inactive = no such curve, though single readings can be large or run the other way; the % refers to the polarisation;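 note: polarization taken with two DNA probes labelled with fluorescein and Texas red; potency is the fitted concentration of half-maximal effect; % of control where 0% means no effect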
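His-tagged ERG Ets domain (1 uM in the protein solution; 300mM KCl, 50mM Tris-HCl, 1mM EDTA, 1mM DTT, pH 7.5) received compound, then a probe mix of 5 nM fluorescein-DNA and 100nM Texas-615-DNA. Fluorescence polarization was read for both dyes.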
Glioma ERSR ind – inducers of ER stress response in human glioma cells | U87-MG GRP78 promoter luciferase reporter, 16 h | Potency, µM, inactives show top-dose activation, actives largely listed as activators | hit rate 0.02% among 420,000 | AID 602332; note: potency is the fitted concentration of half-maximal effect; series mostly up to about 76 µM; % of control where 0% means no effect; nearly all actives have a fitted effect of over 35% in size
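Stably transfected U87-MG human glioma cells carrying a GRP78-based luminescent sensor were seeded at 1000 cells/well, pin-dosed with compounds and incubated 16 h. Luciferase reagent was then added, and end-point luminescence was read after 10 min at room temperature.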
RGS4 inh – blocks human RGS4-accelerated GTP hydrolysis. Potency, µM (series often up to 114 µM), for the others: at the top dose activity change, negative = inhibition, hits mostly inhibitors. AID 504845. hit rate 0.039% among 390,000. P49798. Transcreener GDP fluorescence polarization, RGS4-accelerated GTP hydrolysis; note: potency is the fitted concentration of half-maximal effect; % is set by controls: 0 for no effect and ±100 for the full control effect; nearly all actives have a fitted effect of over 75% in size; some results filed as inactive show a strong effect at the top dose
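MLSMR compounds (23 nl, pin-transferred) preincubated 10 min at room temperature with a 500nM (2x) first reagent, then RGS4 at 900nM (2x) plus Transcreener GDP mix added; fluorescence polarization (620/688 nm) read before and after 90 min at 30 °C.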
ALOX12 inh – ALOX12 (human) lipoxygenase inhibition; P18054; purified 12hLO, xylenol orange hydroperoxide absorbance; Potency, µM (highest dose often 108 µM), without a hit: top-dose activity change, negative = inhibition, usual class: inhibitors; hit rate 1.1% among 580,000; AID 1671190; note: potency is the fitted concentration of half-maximal effect; % is set by controls: 0 for no effect and ±100 for the full control effect
Target sequence (P18054 whole entry, looked up): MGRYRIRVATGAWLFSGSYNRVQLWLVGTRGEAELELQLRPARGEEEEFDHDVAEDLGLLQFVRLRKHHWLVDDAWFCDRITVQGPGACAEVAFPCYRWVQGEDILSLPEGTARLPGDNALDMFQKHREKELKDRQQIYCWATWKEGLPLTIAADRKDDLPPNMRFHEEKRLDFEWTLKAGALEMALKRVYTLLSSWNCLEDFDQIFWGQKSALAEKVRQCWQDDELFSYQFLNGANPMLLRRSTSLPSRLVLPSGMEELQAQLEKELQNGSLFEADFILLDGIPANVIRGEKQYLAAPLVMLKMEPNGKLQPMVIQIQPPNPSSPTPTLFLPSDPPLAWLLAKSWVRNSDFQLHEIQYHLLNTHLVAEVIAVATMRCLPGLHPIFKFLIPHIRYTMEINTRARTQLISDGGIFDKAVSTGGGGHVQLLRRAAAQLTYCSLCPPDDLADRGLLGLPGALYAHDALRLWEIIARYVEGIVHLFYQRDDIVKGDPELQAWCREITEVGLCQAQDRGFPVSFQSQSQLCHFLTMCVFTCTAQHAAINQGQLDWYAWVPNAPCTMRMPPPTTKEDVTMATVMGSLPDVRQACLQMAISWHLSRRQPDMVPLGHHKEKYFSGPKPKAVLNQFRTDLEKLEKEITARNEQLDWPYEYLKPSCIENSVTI
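Hydroperoxide product was detected by ferrous iron/xylenol orange as the 573 to 405 nm absorbance ratio. Arachidonic acid at 40 uM (final) was turned over for 30 min at room temperature by 150 nM human 12hLO, pH 7.0 Hepes buffer, after 15 min compound preincubation.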
Vif-APOBEC3F blk – inhibitors of Vif-A3F interaction; HeLa A3F-eYFP + Vif (tagged APOBEC3F with the HIV-1 protein that degrades it), YFP fluorescence increase; Potency, µM (series often up to 46.1 µM), inactives show at the top dose activity, negative = active; hit rate 0.2% among 390,000; AID 602313; note: potency is the fitted concentration of half-maximal effect; % of control where 0% means no effect; nearly all actives have a fitted effect of over 65% in size
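HeLa cells stably expressing A3F-eYFP plus Vif, plated and incubated overnight at 37 deg C, then exposed to compounds overnight at 37 deg C. Blocked degradation read as raised yellow fluorescence (Ex 488/Em 500-530).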
D2 ag – agonists of human D2 dopamine receptor | HEK293 T-REx D2 cells, calcium flux agonist mode | activation, % at 2 µM | hit rate 0.53% among 340,000 | AID 485358;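 active = activation over 3 SD above normal in the single-dose calcium agonist read, cut at about 30% in these data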; note: 0% is about no effect
Target sequence (P14416 whole entry, looked up): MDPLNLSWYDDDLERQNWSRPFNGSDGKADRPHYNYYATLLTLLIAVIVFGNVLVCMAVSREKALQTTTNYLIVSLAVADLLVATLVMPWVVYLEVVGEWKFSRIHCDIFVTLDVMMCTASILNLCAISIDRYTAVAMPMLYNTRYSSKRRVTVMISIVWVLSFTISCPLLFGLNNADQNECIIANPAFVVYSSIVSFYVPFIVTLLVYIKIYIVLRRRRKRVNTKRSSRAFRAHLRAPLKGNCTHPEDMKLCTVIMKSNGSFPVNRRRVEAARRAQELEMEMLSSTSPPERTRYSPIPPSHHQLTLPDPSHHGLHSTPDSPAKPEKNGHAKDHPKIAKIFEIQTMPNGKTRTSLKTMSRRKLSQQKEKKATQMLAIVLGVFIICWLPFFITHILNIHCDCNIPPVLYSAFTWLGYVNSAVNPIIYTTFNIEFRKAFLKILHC
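Tetracycline-induced HEK293 Trex cells with D2 receptor force-coupled to calcium signaling, plated overnight at 30 C and loaded with no-wash calcium dye. Calcium flux read kinetically for 180 s after compound addition; responses flag agonists.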
Vif-APOBEC3G blk – blocks the Vif interaction with human APOBEC3G. hit rate 0.076% among 410,000. HeLa A3G-eYFP + Vif (tagged APOBEC3G with the HIV-1 protein that degrades it), YFP fluorescence, overnight. Q9HC16. Potency, µM (series often up to 46.1 µM), inactives show top-dose activity, negative = active, most hits filed as inhibitors;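 note: potency is the fitted concentration of half-maximal effect; % is set by controls: 0 for no effect and ±100 for the full control effect; nearly all actives have a fitted effect of over 60% in size; hits raise eYFP signal because A3G escapes Vif-driven loss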
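Read-out is eYFP fluorescence (Ex 488/Em 500-530) from Vif-expressing HeLa A3G-eYFP cells; more signal means A3G escaped Vif-mediated degradation. Cells plated overnight, compound pinned in, incubated overnight at 37 deg C.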
LDHA inh – inhibitors of human lactate dehydrogenase A; P00338; purified LDHA, NADH/diaphorase-resazurin fluorescence; stronger effect = lower value; activity change, % (values are at about 110 or 230 µM); hit rate 0.15% among 480,000; AID 1347041; in the data active = activity change below about -30%; inconclusive = mostly about -25% to -30%;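 note: plate controls were DMSO wells for no effect and wells without enzyme for full effect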
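Resorufin fluorescence (ex540/em590), read at 0 and 20 min after diaphorase/resazurin addition, reports the NADH left after a 5 min room-temperature reaction of 2 nM human LDH5 with 0.06 mM NADH and 0.2 mM pyruvate.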
D2 antagonist – antagonists of human D2 dopamine receptor. HEK293 TREx D2 cells, calcium flux, dopamine EC80. inhibition, % at 10 µM. AID 485344. hit rate 2% among 340,000; in the data active = inhibition above about 30%; note: 0% is about no effect
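Antagonism is scored as inhibition of an EC80 dopamine-evoked calcium signal in a force-coupled, tetracycline-inducible HEK293 T-REx D2 line, with compound present 180 s before agonist.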
* marks the source's active call; other numbers are inactive results; [ ] = another dose, or the depositor's remark. Unless noted, calls come from the whole dose curve; as a rule, active = well fitted curve in the direction sought with a large enough effect; inconclusive = small, poorly fitted or top-dose-only effect, or another doubt; inactive = no such curve, though single readings can be large; an effect the other way counts as inactive or inconclusive. Not all compounds are listed. The share of hits here may be higher or lower than overall.

How did Cc1cccc(C(=O)Oc2ccccc2/C=N/NC(=O)c2ccc(NC(=O)C(C)(C)C)cc2)c1 do in these assays?
ERG Ets-DNA blk: 2%; Glioma ERSR ind: -1%; RGS4 inh: -17%; ALOX12 inh: 19%; Vif-APOBEC3F blk: 4%; D2 ag: 0.8; Vif-APOBEC3G blk: 0%; LDHA inh: -14; D2 antagonist: 0

What do the screens show for `COc1ccc(C(=O)CN2C(=O)N(c3ccc(C(C)=O)cc3)S(=O)(=O)c3ccccc32)cc1`?
ERG Ets-DNA blk: 9%; Glioma ERSR ind: -2%; RGS4 inh: 15%; ALOX12 inh: 0%; Vif-APOBEC3F blk: 6%; D2 ag: 0.8; Vif-APOBEC3G blk: 4%; LDHA inh: -10

What do the screens show for `Cc1ccc(OCc2nnc(SCc3nc4ccccc4[nH]3)n2Cc2ccco2)cc1`?
ERG Ets-DNA blk: 1%; Glioma ERSR ind: -3%; RGS4 inh: -30%; ALOX12 inh: 0%; Vif-APOBEC3F blk: -2%; D2 ag: -1.9; Vif-APOBEC3G blk: -4%; LDHA inh: -2; D2 antagonist: -14

How did CC1(C)C([N+](=O)[O-])C(c2ccc(O)cc2)NC(c2ccc(O)cc2)C1[N+](=O)[O-] (configuration not stated) do in these assays?
ERG Ets-DNA blk: -5%; Glioma ERSR ind: -1%; RGS4 inh: -17%; ALOX12 inh: -22%; Vif-APOBEC3F blk: 6%; D2 ag: 7.9; Vif-APOBEC3G blk: -1%; LDHA inh: -1; D2 antagonist: -2

What do the screens show for `N#C/C(=C\c1ccccc1[N+](=O)[O-])C(=O)Nc1ccc(S(N)(=O)=O)cc1`?
ERG Ets-DNA blk: 4%; Glioma ERSR ind: -3%; RGS4 inh: -3%; ALOX12 inh: 0%; Vif-APOBEC3F blk: 0%; D2 ag: 1.0; Vif-APOBEC3G blk: 0%; LDHA inh: 3; D2 antagonist: 5

How did CCOc1ccc(S(=O)(=O)NC2CCCC2)cc1 do in these assays?
ERG Ets-DNA blk: 13%; Glioma ERSR ind: 0%; RGS4 inh: -9%; ALOX12 inh: -6%; Vif-APOBEC3F blk: -2%; D2 ag: -1.1; Vif-APOBEC3G blk: 4%; LDHA inh: -2; D2 antagonist: 8

How did CCC(=O)Nc1nnc(S(=O)(=O)N(C)c2cc(C)cc(C)c2)s1 do in these assays?
ERG Ets-DNA blk: 1%; Glioma ERSR ind: -4%; RGS4 inh: -4%; ALOX12 inh: -8%; Vif-APOBEC3F blk: -12%; D2 ag: 0.4; Vif-APOBEC3G blk: 0%; LDHA inh: 0; D2 antagonist: 1

How did O=C(NC1=NCCS1)c1ccccc1OCc1ccc(F)cc1 do in these assays?
ERG Ets-DNA blk: -1%; Glioma ERSR ind: -1%; RGS4 inh: -3%; ALOX12 inh: inconclusive; Vif-APOBEC3F blk: -19%; D2 ag: -0.2; Vif-APOBEC3G blk: -3%; LDHA inh: -12; D2 antagonist: -3

How did Cc1cc(C(=O)CCC(=O)NCC(=O)Nc2c(C)cccc2C)c(C)s1 do in these assays?
ERG Ets-DNA blk: -5%; Glioma ERSR ind: -3%; RGS4 inh: -23%; ALOX12 inh: inconclusive; Vif-APOBEC3F blk: -5%; Vif-APOBEC3G blk: 1%; LDHA inh: 1

How did Cc1cc(C)nc(NS(=O)(=O)c2ccccc2)n1 do in these assays?
Glioma ERSR ind: 0%; RGS4 inh: 22%; ALOX12 inh: 3%; Vif-APOBEC3F blk: -8%; D2 ag: -0.2; Vif-APOBEC3G blk: -5%; LDHA inh: -5; D2 antagonist: -19

What do the screens show for `COc1ccc(S(=O)(=O)NC(=O)C2(C)CCN2C(=O)c2ccc(C(F)(F)F)nc2C)cc1` (configuration not stated)?
Glioma ERSR ind: -3%; ALOX12 inh: 13%; Vif-APOBEC3G blk: -2%; LDHA inh: -12

Results for CC(C)C(NC(=O)CN(c1cccc(F)c1)S(C)(=O)=O)C(C)C ?
ERG Ets-DNA blk: -6%; Glioma ERSR ind: 10%; RGS4 inh: -25%; ALOX12 inh: 46%[activator][57.4 µM]; Vif-APOBEC3F blk: 3%; D2 ag: 0.3; Vif-APOBEC3G blk: 0%; LDHA inh: -2; D2 antagonist: 39*

Of the compounds above, these contain an aryl methoxy group.
What do the screens show for `COc1ccc(C(=O)CN2C(=O)N(c3ccc(C(C)=O)cc3)S(=O)(=O)c3ccccc32)cc1`?
ERG Ets-DNA blk: 9%; Glioma ERSR ind: -2%; RGS4 inh: 15%; ALOX12 inh: 0%; Vif-APOBEC3F blk: 6%; D2 ag: 0.8; Vif-APOBEC3G blk: 4%; LDHA inh: -10

What do the screens show for `COc1ccc(S(=O)(=O)NC(=O)C2(C)CCN2C(=O)c2ccc(C(F)(F)F)nc2C)cc1` (configuration not stated)?
Glioma ERSR ind: -3%; ALOX12 inh: 13%; Vif-APOBEC3G blk: -2%; LDHA inh: -12

Remaining list, next part:
How did CCCCC(Nc1ncnc2ccccc12)C(=O)O (configuration not stated) do in these assays?
ERG Ets-DNA blk: -10%; Glioma ERSR ind: -2%; RGS4 inh: -16%; ALOX12 inh: 8%; Vif-APOBEC3F blk: 2%; D2 ag: 0.5; Vif-APOBEC3G blk: -1%; LDHA inh: -1; D2 antagonist: 7

What do the screens show for `Fc1cccc(Cl)c1Cc1noc(/C=C/c2ccccc2)n1`?
Glioma ERSR ind: 2%; RGS4 inh: 2%; ALOX12 inh: 16%; Vif-APOBEC3F blk: 0%; D2 ag: 0.3; Vif-APOBEC3G blk: 0%; LDHA inh: 1; D2 antagonist: -2

Results for CN1Cc2c(N3CCOCC3)nc(SCc3ccccc3)c(C#N)c2CC1(C)C ?
ERG Ets-DNA blk: -1%; Glioma ERSR ind: -2%; RGS4 inh: -2%; ALOX12 inh: -15%; Vif-APOBEC3F blk: -7%; D2 ag: -0.8; Vif-APOBEC3G blk: -1%; LDHA inh: 13; D2 antagonist: -3

Results for CCN(CC1CCCN(CCc2cccc(OC)c2)C1)C(=O)c1ccoc1 (configuration not stated) ?
ERG Ets-DNA blk: 14%; Glioma ERSR ind: -4%; RGS4 inh: 14%; ALOX12 inh: -8%; Vif-APOBEC3F blk: -24%; D2 ag: 0.2; Vif-APOBEC3G blk: -2%; LDHA inh: -9; D2 antagonist: -6

How did CCCCN(Cc1ccccc1)C(=O)CN(C)S(=O)(=O)c1ccc2c(c1)c(=O)n(C)c(=O)n2C do in these assays?
ERG Ets-DNA blk: 4%; Glioma ERSR ind: 0%; RGS4 inh: -4%; ALOX12 inh: -18%; Vif-APOBEC3F blk: -2%; D2 ag: -0.2; Vif-APOBEC3G blk: -5%; LDHA inh: 1

Results for O=C(CSc1nc2ccc(Cl)cc2[nH]1)NC1CCCc2ccccc21 (configuration not stated) ?
ERG Ets-DNA blk: 0%; Glioma ERSR ind: -4%; RGS4 inh: 0%; ALOX12 inh: -24%; Vif-APOBEC3F blk: 0%; D2 ag: 0.9; Vif-APOBEC3G blk: -4%; LDHA inh: 0; D2 antagonist: 8

How did CCOc1ccc(CNC(=O)CC(C)n2nc(C)cc2C)cc1OC (configuration not stated) do in these assays?
ERG Ets-DNA blk: 3%; Glioma ERSR ind: -2%; RGS4 inh: 17%; ALOX12 inh: -5%; Vif-APOBEC3F blk: -5%; Vif-APOBEC3G blk: 6%; LDHA inh: -6

Results for CCCCCCN1C[C@@H](O)[C@H](n2cc(C3CC3)nn2)C[C@@H]1c1ccc(C)cc1 ?
Glioma ERSR ind: -4%; ALOX12 inh: -30%; Vif-APOBEC3F blk: -2%; Vif-APOBEC3G blk: -7%; LDHA inh: 0

What do the screens show for `CCOC(=O)c1c(NC(=O)c2cccs2)sc2c1CC(C)(C)OC2`?
ERG Ets-DNA blk: 2%; Glioma ERSR ind: -2%; RGS4 inh: -7%; ALOX12 inh: inconclusive; Vif-APOBEC3F blk: 7%; D2 ag: -0.3; Vif-APOBEC3G blk: -3%; LDHA inh: -1; D2 antagonist: -8

Results for O=C(NCCCN1CCN(c2ccccc2F)CC1)Nc1ccccc1[N+](=O)[O-] ?
ERG Ets-DNA blk: -2%; Glioma ERSR ind: -8%; RGS4 inh: -20%; ALOX12 inh: -1%; Vif-APOBEC3F blk: 2%; D2 ag: 73*; Vif-APOBEC3G blk: 2%; LDHA inh: 0; D2 antagonist: 99*

How did O=C(O)c1cc(-c2ccc(-c3ccc(F)cc3)o2)nc2ccccc12 do in these assays?
ERG Ets-DNA blk: 11%; Glioma ERSR ind: -7%; RGS4 inh: inconclusive; ALOX12 inh: inconclusive; Vif-APOBEC3F blk: 2%; D2 ag: 0.4; Vif-APOBEC3G blk: inconclusive; LDHA inh: -2; D2 antagonist: -15

Results for O=S(=O)(c1ccc(F)cc1)N1CCC2(CC1)OCCO2 ?
ERG Ets-DNA blk: 2%; Glioma ERSR ind: -5%; RGS4 inh: 8%; ALOX12 inh: 0%; Vif-APOBEC3F blk: 4%; D2 ag: 1.8; Vif-APOBEC3G blk: 2%; LDHA inh: -7; D2 antagonist: -7

What do the screens show for `COc1ccccc1NC(=O)CSc1nnc(-c2ccoc2C)o1`?
ERG Ets-DNA blk: -2%; Glioma ERSR ind: 3%; RGS4 inh: -8%; ALOX12 inh: -6%; Vif-APOBEC3F blk: -20%; Vif-APOBEC3G blk: -3%; LDHA inh: -1
